hIAP inh = human IAP inhibition; purified IAP, CDP-Star luminescence, 30 min; inhibition, % at 10 µM; actives 0.12% (n = 330,000); AID 2544;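 active = inhibition reaching a set limit with compound at 10 µM in the primary screen, cut at about 35% in these data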;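 note: plate controls were DMSO wells with enzyme for no effect and no-enzyme buffer wells for full effect; values of inactives mirror those of a sister screen read the other way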
Target sequence (P09923 whole entry, looked up): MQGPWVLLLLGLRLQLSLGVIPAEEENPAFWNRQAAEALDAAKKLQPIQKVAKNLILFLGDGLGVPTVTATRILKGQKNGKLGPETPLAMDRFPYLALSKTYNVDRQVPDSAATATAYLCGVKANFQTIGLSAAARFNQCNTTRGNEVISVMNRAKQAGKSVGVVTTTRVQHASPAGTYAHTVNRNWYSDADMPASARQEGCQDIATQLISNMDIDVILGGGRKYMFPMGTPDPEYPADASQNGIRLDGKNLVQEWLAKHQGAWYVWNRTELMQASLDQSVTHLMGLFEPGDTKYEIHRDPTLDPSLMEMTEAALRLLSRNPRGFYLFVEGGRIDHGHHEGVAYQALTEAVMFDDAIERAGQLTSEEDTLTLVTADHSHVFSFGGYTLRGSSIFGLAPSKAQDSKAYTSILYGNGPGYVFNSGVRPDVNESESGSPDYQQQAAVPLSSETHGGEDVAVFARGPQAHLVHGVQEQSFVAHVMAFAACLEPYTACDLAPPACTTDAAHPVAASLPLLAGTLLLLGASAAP
PfG6PD inh = PfG6PD (Plasmodium falciparum) enzyme inhibition. inhibition, % at 20 µM. actives 0.78% (n = 350,000). AID 504690. PfGluPho enzyme, NADPH resazurin-diaphorase fluorescence;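 active = inhibition reaching at least a set limit at 20 µM in the primary screen, cut at about 59% in these data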;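 note: 0% = DMSO wells with substrate and 100% = DMSO wells lacking glucose-6-phosphate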
mIAP activ = mouse IAP activation; muIAP, CDP-Star luminescence, 30 min; active compounds read high; 1 = vehicle-only enzyme signal, 0 = enzyme-free wells; activation factor at 10 µM; actives 0.24% (n = 330,000); AID 2805;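 active = activation factor of at least 2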; note: the source names both 10 and 20 µM as test concentration; values of inactives mirror those of a sister screen read the other way
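also added = chemiluminescent substrate CDP-Star | test system = mouse IAP enzyme | signal = chemiluminescence readout | compound = DMSO-dissolved test compounds | incubation = 30 min at room temperature | benchmarks = DMSO wells, no-enzyme wells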
HKDC1 inhibitor = HKDC1 (human) hexokinase inhibition; Q2TB90; recombinant HKDC1, G6PDH/diaphorase resazurin coupled fluorescence; inhibition, % at 20 µM; actives 0.16% (n = 340,000); AID 493160;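 active = inhibition above about 35% when tested at 20 µM, limit read from the data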;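 note: plate controls were DMSO wells with enzyme for no effect and DMSO wells lacking enzyme for full effect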
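Test system: recombinant HKDC1 (HK5) hexokinase enzyme, produced in-house / Doses: 20 µM test compound, 1% DMSO / Timing: 90 min, room temperature / Detection: G6PDH/diaphorase-coupled fluorescence, 1 mM NADP, 100 µM resazurin, 525/613 nm / Control set: DMSO wells with and without enzyme mix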
hIAP activ = increases human intestinal alkaline phosphatase activity. purified human IAP, CDP-Star luminescence, 30 min; active compounds read high; 1 = vehicle-only enzyme, 0 = enzyme-free background. activation factor at 10 µM. AID 2524. actives 0.16% (n = 330,000);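 active = activation factor of the enzyme at least 2-fold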; note: the source names both 10 and 20 µM as test concentration; values of inactives mirror those of a sister screen read the other way
mIAP block = blocks mouse intestinal alkaline phosphatase | actives 0.2% (n = 330,000) | purified mouse IAP, CDP-Star luminescence, 30 min | inhibition, % at 10 µM | AID 2806;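 active = inhibition of at least 40% at 10 µM in the primary screen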;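 note: plate controls were DMSO with enzyme for no effect and no enzyme wells for full effect; values of inactives mirror those of a sister screen read the other way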
ATG4B inh = inhibitors of human ATG4B cysteine protease; Q9Y4P1; ATG4B cleavage of LC3-PLA2, NBD-HPC fluorescence, 1 h; inhibition, % at 8.33 µM; actives 0.51% (n = 340,000); in the data active = inhibition above about 40%
Target sequence (Q9Y4P1 whole entry, looked up): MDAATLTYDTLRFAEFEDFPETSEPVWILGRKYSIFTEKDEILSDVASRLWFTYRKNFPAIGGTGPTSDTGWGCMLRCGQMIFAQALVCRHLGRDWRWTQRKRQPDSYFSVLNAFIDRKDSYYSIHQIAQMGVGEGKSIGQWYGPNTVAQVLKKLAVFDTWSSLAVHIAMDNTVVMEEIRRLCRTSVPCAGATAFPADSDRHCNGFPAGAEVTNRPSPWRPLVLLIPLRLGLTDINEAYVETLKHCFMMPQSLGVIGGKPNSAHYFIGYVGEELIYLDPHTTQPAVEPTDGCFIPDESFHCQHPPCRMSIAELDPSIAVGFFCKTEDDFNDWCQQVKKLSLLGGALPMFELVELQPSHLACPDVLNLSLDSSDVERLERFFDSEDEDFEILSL
APOBEC3A inh = blocks human APOBEC3A ssDNA deamination; recombinant A3A, FAM/TAMRA ssDNA deamination fluorescence; actives 0.41% (n = 330,000); inhibition, % at 20 µM; P31941; AID 493011;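 active = at least 40% inhibition at 20 µM here, with at most 30% in a related deaminase screen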;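 note: plate controls were A3A with DMSO for no effect and wells lacking A3A enzyme for full effect; some results filed as inactive read as strong as hits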
Numbers without * were called inactive.

entry	structure	hIAP inh	PfG6PD inh	mIAP activ	HKDC1 inhibitor	hIAP activ	mIAP block	ATG4B inh	APOBEC3A inh
1	CC(C)N=c1scc(-c2ccco2)n1/N=C/c1ccc(O)c(O)c1	19	12	0.6	6	0.81	40	-6	0
2	CC(C)(C)OC(=O)C[C@H]1C/C=C\C[C@H](CC(=O)N(CCO)Cc2ccccc2)C(=O)NC[C@H](c2ccccc2)OC1=O	13	-8	1	-8	0.87	-1	5	1
3	Cn1c(=O)c2c(nc(N3CCNCC3)n2Cc2ccccc2Cl)n(C)c1=O	18	-15	0.96	10	0.82	4	-4	-1
4	CCCC(=O)Nc1nnc(SCC(=O)N2C(C)CCCC2C)s1 (configuration not stated)	18	-11	0.99	-1	0.82	0	0	-5
5	Cc1cccc(/C=C2\CCC(C3CCCC3)C2=O)c1 (configuration not stated)	20	-10	0.86	5	0.8	14	3	-1
6	CCN(C[C@H]1N[C@@](C)(C(=O)OC)[C@H]2C(=O)N(C)C(=O)[C@@H]12)S(=O)(=O)c1ccc(-c2ccccc2)cc1	2	2	1	-2	0.98	0	-11	-7
7	COC(=O)c1cc2oc(C)cc2n1CC(=O)N1CCCc2ccccc21	-1	-2	0.98	0	1	2	-2	-2
8	Cc1c(C(=O)NN)nc2ccccn12	-19	-14	0.88	-5	1.2	12	6	-1
9	Cc1ccc(C)c(NC(=O)CSc2n[nH]c(-c3ccccn3)n2)c1	-15	-10	1	-1	1.1	-1	1	1
10	CCO[C@@H]1OC(C(=O)NCc2nc3ccccc3[nH]2)=C[C@H](c2ccc(C(F)(F)F)cc2)[C@H]1CCCO	-13	22	1.1	2	1.1	-5	-10	-1
11	Cc1nc2sc3c(c2c(=O)[nH]1)CCCCC3	-4	-10	1.1	-4	1	-12	6	2
12	O=C(NCCCc1nc2ccccc2[nH]1)c1ccco1	9	6	1.1	-2	0.91	-11	-6	2
13	COCCn1c(=NC(=O)c2ccccc2[N+](=O)[O-])sc2cc(S(C)(=O)=O)ccc21	2	-15	0.96	-1	0.98	3	-12	-1
14	Cn1c(=O)oc2cc(S(=O)(=O)NCCC(=O)NCCc3ccc(Cl)cc3)ccc21	8	-8	0.9	-5	0.92	10	4	7
15	Cc1cccc(CC(=O)NC2CCS(=O)(=O)C2)c1 (configuration not stated)	6	9	1.1	-2	0.94	-11	0	1
16	Cc1ccc(N2CCN(/N=C/c3ccccc3)CC2)cc1	0	-6	0.92	-5	1	8	-10	2
17	Cc1cc(CN(C)C(=O)CC2C(=O)NCCN2Cc2ccc(F)c(F)c2)on1 (configuration not stated)	3	1	0.98	-5	0.97	2	-9	-1
18	Cc1ccc(N/C(=N/S(=O)(=O)c2cccs2)c2ccccc2)c(C)c1	-1	4	0.97	-12	1	3	-11	-3
19	CC(C)(C)n1nnnc1C(c1cccs1)N(Cc1ccccc1)Cc1cccnc1 (configuration not stated)	4	-17	0.98	-7	0.96	2	-6	-5
20	COc1ccccc1S(=O)(=O)Cc1ccc(C(=O)NCC2CCCO2)o1 (configuration not stated)	4	-1	1	12	0.96	-3	-12	1
21	Cc1c2cnn(CC(=O)N3CCOCC3)c(=O)c2c(C)n1Cc1ccccc1F	27	-6	1.1	-5	0.73	-7	-16	-21
22	CCN1C(=O)N(S(=O)(=O)C(F)(F)F)[C@@H](c2ccccc2)C(C(=O)OC)=C1C	2	-15	1	-1	0.98	-4	-4	-4
23	O=C(OCCN1CCCC1=O)c1cncc(Br)c1	-2	5	0.95	-5	1	5	-2	2
24	CC(=O)c1cc2c(cc1NC(=O)Cn1cnc3ccccc3c1=O)OCO2	1	3	1	0	0.99	0	1	-2

Reformatted field by field: four of the compounds above
#18 Cc1ccc(N/C(=N/S(=O)(=O)c2cccs2)c2ccccc2)c(C)c1
  hIAP inh: -1
  PfG6PD inh: 4
  mIAP activ: 0.97
  HKDC1 inhibitor: -12
  hIAP activ: 1
  mIAP block: 3
  ATG4B inh: -11
  APOBEC3A inh: -3

#19 CC(C)(C)n1nnnc1C(c1cccs1)N(Cc1ccccc1)Cc1cccnc1 (configuration not stated)
  hIAP inh: 4
  PfG6PD inh: -17
  mIAP activ: 0.98
  HKDC1 inhibitor: -7
  hIAP activ: 0.96
  mIAP block: 2
  ATG4B inh: -6
  APOBEC3A inh: -5

#20 COc1ccccc1S(=O)(=O)Cc1ccc(C(=O)NCC2CCCO2)o1 (configuration not stated)
  hIAP inh: 4
  PfG6PD inh: -1
  mIAP activ: 1
  HKDC1 inhibitor: 12
  hIAP activ: 0.96
  mIAP block: -3
  ATG4B inh: -12
  APOBEC3A inh: 1

#21 Cc1c2cnn(CC(=O)N3CCOCC3)c(=O)c2c(C)n1Cc1ccccc1F
  hIAP inh: 27
  PfG6PD inh: -6
  mIAP activ: 1.1
  HKDC1 inhibitor: -5
  hIAP activ: 0.73
  mIAP block: -7
  ATG4B inh: -16
  APOBEC3A inh: -21

(more compounds)
entry	structure	hIAP inh	PfG6PD inh	mIAP activ	HKDC1 inhibitor	hIAP activ	mIAP block	ATG4B inh	APOBEC3A inh
25	Clc1ccc(C(c2nnnn2C2CCCC2)N2CCSCC2)cc1 (configuration not stated)	-4	5	0.93	-4	1	7	-27	-6
26	Cc1ccc(C)c(N2N=C(C(=O)N(CC(C)C)c3c(N)n(Cc4ccccc4)c(=O)[nH]c3=O)CCC2=O)c1	-44	7	0.95	1	1.4	5	-4	1
27	CC(=O)Nc1ccc2c(c1)ncn2-c1ccccc1	-82	18	0.95	-3	1.8	5	2	-1
28	O=[N+]([O-])c1ccccc1CNCCCCCO	-20	7	0.89	-2	1.2	11	2	-3
29	O=C(NC1CCCC1)C1CCN(C(=O)c2cccc(Cl)c2)CC1	0	-18	1.1	-2	1	-9	10	2
30	Cc1noc(C)c1COC(=O)/C=C/c1ccccc1Cl	-6	-26	0.98	1	1.1	2	8	3
31	COc1ccccc1NC(=S)N(Cc1ccco1)Cc1cc2cc(C)ccc2[nH]c1=O	-5	1	0.8	2	1.1	20	-2	1
32	CCN(CC(=O)NCc1ccc(Cl)cc1)C(=O)c1ccc(S(=O)(=O)NCc2ccco2)cc1	2	8	1	-1	0.97	0	5	-2
33	O=C(OCC(=O)N1CCc2ccccc2C1)c1cccnc1Cl	8	-6	1	3	0.92	-3	2	3
34	Cc1c(C(=O)NCCCn2ccnc2)oc2ccccc12	3	11	1.1	-10	0.97	-6	-4	10
35	O=C(CNc1ccc(Br)cc1)NC(=O)NC1CCCCC1	-2	20	0.89	8	1	11	1	-5
36	COc1ccc(OC)c2sc(Cl)nc12	-21	33	1.1	-4	1.2	-7	-9	-7
37	CC(=O)C1=C(C)NC(=O)NC1c1ccc(OC2CCCC2)cc1 (configuration not stated)	11	-12	1	10	0.89	0	11	-1
38	CCn1c(CNC(=O)c2cccc(C)c2)nnc1SCC(=O)Nc1nnc(C)s1	8	2	1	2	0.92	-3	-3	1
39	CCCN1CCN(S(=O)(=O)c2ccc(OC)c(Br)c2)CC1	-2	2	0.91	-9	1	9	-1	3
40	CCOC(=O)Cc1csc(NC(=O)CSc2nnc(C)n2C)n1	-12	0	1.2	-5	1.1	-19	2	0
41	CC1=C(C(=O)OCc2ccccc2)C(c2ccco2)C2=C(CC(C)(C)CC2=O)N1 (configuration not stated)	-14	6	1	-4	1.1	-4	-3	-3
42	CCN1C(=NCCc2cccs2)N[C@@H](c2cccs2)C(C(=O)OC)=C1C	14	-2	1	4	0.85	-3	-6	53*
43	NC(=O)c1ccc(NC(=O)COC(=O)CC2Sc3ccccc3NC2=O)cc1 (configuration not stated)	2	4	1.1	-1	0.98	-7	-3	4
44	CC1(C)CC(=O)C(C=Nc2cccnc2/N=C/C2=C(O)CC(C)(C)CC2=O)=C(O)C1	-8	33	1	-9	1.1	-2	-10	0
45	CCOC(=O)Cn1c(=O)oc2cc(S(=O)(=O)NCC3CCCO3)ccc21 (configuration not stated)	8	-3	0.98	-4	0.92	2	-6	-5
46	c1ccc(CCn2nnc3ccccc32)cc1	11	1	0.98	-8	0.89	2	5	7
47	CC(c1ccccc1)C1C(C#N)=C(N)OC2=C1C(=O)CCC2 (configuration not stated)	6	-2	0.98	0	0.94	2	4	-6
48	Cc1cc(F)ccc1NC(=O)Cn1c(C)csc1=O	6	17	0.99	-4	0.94	1	4	19
49	CCC(=O)N1CCc2cc(S(=O)(=O)NC(Cc3ccccc3)C(=O)Nc3nccs3)ccc21 (configuration not stated)	7	-7	0.88	-6	0.93	12	-10	-1
50	CNS(=O)(=O)c1cc(OCC(N)=O)c(C)cc1Cl	-1	-13	1.1	-4	1	-6	-2	-3
51	COc1cccc(CNC(=O)CC2C(=O)NCCN2CCCc2ccccc2)c1 (configuration not stated)	-4	-2	1	0	1	-1	0	2
52	Cc1ccc2c(c1)N(CCC(=O)NCCCN1CCCC1)C(=O)CO2	4	-1	0.96	-3	0.96	4	-6	-7
53	COc1ccc(/C=C/C(=O)Nc2ccccc2C(=O)N2CCCC2)cc1	16	10	1.1	-1	0.84	-7	-7	0
54	COc1cc(NC(=S)N2CCN(C/C=C/c3ccccc3)CC2)cc(OC)c1	1	17	1.1	-7	0.99	-8	-9	-3
55	FC(F)(F)c1cccc(NCc2cn3cccnc3n2)c1	10	-13	0.99	5	0.9	1	0	-4
56	CCOC(=O)C1CCCc2c1[nH]c1ccc(Cl)cc21 (configuration not stated)	-1	13	1	-8	1	0	5	0
57	CC(C)(C)NC(=O)CSc1nnc(-c2ccncc2)n1Cc1ccccc1	-13	0	1	2	1.1	-5	-2	6
58	Cc1ccc(C(=O)N/N=C/c2c(O)ccc3ccccc23)cn1	-76	-15	0.83	-25	1.8	17	-22	-1
59	O=C(C1CCC(=O)N(C2CCCC2)C1)N1CCN(Cc2cccc(F)c2)CC1 (configuration not stated)	8	-7	1	3	0.92	-2	22	0
60	O=C(NCc1ccccc1)C1=C[C@H](c2coc3ccccc3c2=O)C[C@H](OCCCCO)O1	-6	11	0.92	-2	1.1	8	-4	2
61	Cc1c(NS(=O)(=O)c2cc(C(=O)OCC(=O)N3CCC(C)CC3)ccc2Cl)c(=O)n(-c2ccccc2)n1C	-13	-36	1.1	3	1.1	-7	1	-6
62	O=S(=O)(c1ccccc1)N(CC1CO1)c1cccc2ccccc12 (configuration not stated)	2	2	0.99	-4	0.98	1	7	-3
63	C[C@H](CO)N1C[C@H](C)[C@@H](CN(C)C(=O)NC2CCCCC2)Oc2c(NS(=O)(=O)c3ccc(F)cc3)cccc2C1=O	-2	-21	1	0	1	-5	6	0

In another format: results already given.
53	COc1ccc(/C=C/C(=O)Nc2ccccc2C(=O)N2CCCC2)cc1
- hIAP inh: 16
- PfG6PD inh: 10
- mIAP activ: 1.1
- HKDC1 inhibitor: -1
- hIAP activ: 0.84
- mIAP block: -7
- ATG4B inh: -7
- APOBEC3A inh: 0
54	COc1cc(NC(=S)N2CCN(C/C=C/c3ccccc3)CC2)cc(OC)c1
- hIAP inh: 1
- PfG6PD inh: 17
- mIAP activ: 1.1
- HKDC1 inhibitor: -7
- hIAP activ: 0.99
- mIAP block: -8
- ATG4B inh: -9
- APOBEC3A inh: -3
55	FC(F)(F)c1cccc(NCc2cn3cccnc3n2)c1
- hIAP inh: 10
- PfG6PD inh: -13
- mIAP activ: 0.99
- HKDC1 inhibitor: 5
- hIAP activ: 0.9
- mIAP block: 1
- ATG4B inh: 0
- APOBEC3A inh: -4
56	CCOC(=O)C1CCCc2c1[nH]c1ccc(Cl)cc21 (configuration not stated)
- hIAP inh: -1
- PfG6PD inh: 13
- mIAP activ: 1
- HKDC1 inhibitor: -8
- hIAP activ: 1
- mIAP block: 0
- ATG4B inh: 5
- APOBEC3A inh: 0

Assay outcomes (PubChem)

Not a hit list; overall some 2.4% were active at least once.
